EPAC1 agonist = qHTS for Agonist of cAMP-regulated guanine nucleotide exchange factor 3 (EPAC1): primary screen; Rap guanine nucleotide exchange factor 3 (Homo sapiens), O95398; Potency, µM (titrated, usually from 154 µM), inactives show at the top dose activation, hits mostly activators; EPAC1 agonist qHTS, biochemical assay; response scale: 100% = response to 6.5 mM cAMP; hit rate 0.073% among 360,000; further: nearly all actives have a fitted effect of over 60% in size
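Fluorescent GDP-exchange assay: 100 nM EPAC1 with 250 nM Rap1B preloaded with BODIPY-GDP and 50 uM GDP; compounds tested as concentration series, 5 min at room temperature, then read every 5 min for 30 min (ex 480/em 540 nm); normalized to 6.5 mM cAMP.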
EPAC1 antagonist = qHTS for Antagonist of cAMP-regulated guanine nucleotide exchange factor 3 (EPAC1): primary screen | Potency, µM (top dose mostly 115 µM), inactives show at the highest dose activity change, negative = inhibition, hits mostly inhibitors | AID 720709, 2013 | Rap guanine nucleotide exchange factor 3 (Homo sapiens), O95398 | hit rate 0.14% among 360,000 | EPAC1 GEF assay, Rap1b-BODIPY-GDP exchange fluorescence;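 further: plate controls were vehicle for no effect and positive control for full effect; nearly all actives have a fitted effect of over 50% in size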
TDP43 rescue = qHTS of TDP-43 Inhibitors | TDP-43 expressing yeast growth rescue, BacTiter-Glo, 24 h | Potency, µM (top dose mostly 46.1 µM), without a hit: at the highest dose growth rescue (activation), actives largely listed as activators | hit rate 1.8% among 410,000 | AID 652104, 2013; further: % of control where 0% means no effect; nearly all actives have a fitted effect of over 50% in size
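Yeast expressing TDP-43 (pregrown in raffinose, seeded at OD600=0.02 in galactose medium) exposed to compounds 24 hr at 30 deg C. Growth read by BacTiter-Glo luminescence; rescue of toxicity appears as increased signal.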
EPAC2 ag = qHTS for Agonist of cAMP-regulated guanine nucleotide exchange factor 4 (EPAC2): primary screen | hit rate 0.079% among 360,000 | EPAC2 activation, biochemical qHTS; response scale: 100% = 6.5 mM cAMP response | Potency, µM (titrated, usually from 154 µM), without a hit: top-dose activation, hits mostly activators; further: nearly all actives have a fitted effect of over 50% in size
Target sequence (Q8WZA2 whole entry, looked up): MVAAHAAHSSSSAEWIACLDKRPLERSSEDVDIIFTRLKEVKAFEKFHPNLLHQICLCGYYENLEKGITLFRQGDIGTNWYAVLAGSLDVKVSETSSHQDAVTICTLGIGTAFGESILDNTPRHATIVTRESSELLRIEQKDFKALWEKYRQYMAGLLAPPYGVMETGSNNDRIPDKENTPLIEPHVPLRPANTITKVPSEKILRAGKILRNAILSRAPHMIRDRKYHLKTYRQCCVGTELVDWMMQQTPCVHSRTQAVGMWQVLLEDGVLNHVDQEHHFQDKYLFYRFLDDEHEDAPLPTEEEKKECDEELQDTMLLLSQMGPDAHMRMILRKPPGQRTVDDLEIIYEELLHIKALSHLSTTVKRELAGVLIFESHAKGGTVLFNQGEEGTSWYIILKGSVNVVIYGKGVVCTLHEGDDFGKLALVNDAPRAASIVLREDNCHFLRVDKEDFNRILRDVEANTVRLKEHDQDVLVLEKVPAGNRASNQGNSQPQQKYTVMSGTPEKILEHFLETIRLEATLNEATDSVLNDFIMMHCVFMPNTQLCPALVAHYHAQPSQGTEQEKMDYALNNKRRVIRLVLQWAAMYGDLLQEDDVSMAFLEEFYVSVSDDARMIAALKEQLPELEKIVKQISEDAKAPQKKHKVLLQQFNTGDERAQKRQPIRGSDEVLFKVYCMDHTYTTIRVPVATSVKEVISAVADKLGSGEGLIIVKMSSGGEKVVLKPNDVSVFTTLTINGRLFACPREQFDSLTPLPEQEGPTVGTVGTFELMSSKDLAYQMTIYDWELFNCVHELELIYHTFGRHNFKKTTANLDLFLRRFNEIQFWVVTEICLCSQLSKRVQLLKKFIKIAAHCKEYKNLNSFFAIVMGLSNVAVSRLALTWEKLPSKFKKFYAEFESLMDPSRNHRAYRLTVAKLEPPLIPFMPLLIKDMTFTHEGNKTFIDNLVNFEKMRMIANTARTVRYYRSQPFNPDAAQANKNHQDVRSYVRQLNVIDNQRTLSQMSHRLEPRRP
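Readout is BODIPY fluorescence (480 nm excitation, 540 nm emission), which falls as labeled GDP is exchanged off Rap1B. EPAC2 at 100 nM acted on 250 nM RAP1B-BODIPY-GDP with 50 uM GDP present.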
aSyn rescue = qHTS of alpha-syn Inhibitors | hit rate 0.14% among 370,000 | Yeast expressing alpha-synuclein, growth rescue, BacTiter-Glo, 24 h | Potency, µM (series often up to 46.1 µM), inactives show top-dose growth rescue (activation), hits mostly activators; further: % of control where 0% means no effect; nearly all actives have a fitted effect of over 65% in size
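Galactose-induced alpha-syn yeast (OD600=0.02, raffinose-pregrown) + pinned cpd, 24 hr, 30 deg C; growth by BacTiter-Glo luminescence. Growth restoration scores as activation.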
PTHR1 ag = qHTS for PTHR1 Agonists: Primary Screen; Parathyroid hormone/parathyroid hormone-related peptide receptor (Homo sapiens), Q03431; HEK293 GP2 PTHR1 cells, GloSensor cAMP luminescence, 1 h; Potency, µM (highest dose often 115 µM), inactives show top-dose activation, actives largely listed as activators; hit rate 0.075% among 410,000; further: nearly all actives have a fitted effect of over 55% in size; some results filed as inactive show a strong effect at the top dose; inactives centre near -15; many of its hits are not listed in these tables
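HEK-293-derived GP2 cells expressing PTHR1 and a GloSensor cAMP reporter, 3,000/well, plated overnight, given luciferin plus IBMX (each 0.5 mM as added) for 1 h at 37 °C, then compound for 1 h at 37 °C. Luminescence was read after 15 min at room temperature.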
EPAC2 antag = qHTS for Antagonist of cAMP-regulated guanine nucleotide exchange factor 2 (EPAC2): primary screen. Potency, µM (series often up to 114 µM), for inactives: at the top dose activity, negative = inhibition, usual class: inhibitors. hit rate 0.18% among 360,000. AID 720708, 2013. EPAC2 GEF exchange of Rap1B-BODIPY-GDP, fluorescence. Rap guanine nucleotide exchange factor 4 (Homo sapiens), Q8WZA2; further: on the % scale 0 is the no-effect control and ±100 the full control effect; nearly all actives have a fitted effect of over 45% in size; many of its hits are not listed in these tables
FUS yeast rescue = qHTS for Suppressors of FUS Proteinopathy: Primary screen using FUS-linked yeast assay. hit rate 0.24% among 390,000. Potency, µM (series often up to 76.6 µM), without a hit: at the highest dose growth rescue (activation), actives largely listed as activators. S. cerevisiae FUS-expressing, growth rescue, OD600, 24 h;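 further: plate controls were DMSO vehicle for no effect and reference control for full effect; nearly all actives have a fitted effect of over 55% in size; some results filed as inactive show a strong effect at the top dose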
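Galactose (2%) drives FUS expression in yeast precultured in raffinose; seeding density OD 0.005. Test compounds incubated 24hr at 30C and 99% humidity before absorbance at 600 nm was measured.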
An asterisk follows results filed as active; i = inactive; ? = inconclusive; . = no result given; & = joins results of further samples; [ ] = remark or other dose. The call rests on the fitted dose curve; in most records, active means well fitted curve in the direction sought with a large enough effect; inconclusive means small, poorly fitted or top-dose-only effect, or another doubt; inactive means no such curve, though single readings can be large; an effect the other way counts as inactive or inconclusive. Potency means the concentration at half of the fitted maximal effect. Some of the compounds tested; rates above refer to the full screens.

SMILES	EPAC1 agonist	EPAC1 antagonist	TDP43 rescue	EPAC2 ag	aSyn rescue	PTHR1 ag	EPAC2 antag	FUS yeast rescue
CC(=O)c1ccc(OC(=O)CN2C(=O)c3ccccc3C2=O)cc1	-2.1%	-21.8%	14.8%	1.7%	10.5%	i	1.0%	-27.5%
O=C(OCC(=O)N1CCCc2ccccc21)c1cccc(C(F)(F)F)c1	3.0%	-8.1%	-37.7%[inhibitor]	-5.8%	18.0%	-9.7%	-15.6%	33.6%
COc1ccc(C(C(=O)NC(C)(C)C)N(C(=O)CCC(=O)Nc2cc(C)on2)c2cccc(F)c2)cc1 (configuration not stated)	-7.9%	-16.6%	-3.0%	5.3%	-0.6%	i	-13.5%	34.7%
COc1ccccc1NC(=O)Cc1c(F)cccc1Cl	10.2%	2.4%	27.2%	-1.2%	3.0%	-24.6%	7.0%	2.6%
Cc1ccc([N+](=O)[O-])cc1NC(=O)c1ccccc1	-3.0%	16.7%	-16.5%	8.5%	-2.2%	i	10.7%	6.3%
CC(C)(C)C(=O)Nc1ccc(S(=O)(=O)Nc2nccs2)cc1	-15.6%	-19.3%	1.1%	-1.5%	?	i	-1.6%	?
COC(=O)Nc1nnc(COc2cccc(C)c2)s1	-2.7%	-18.6%	?	-3.7%	-0.1%	i	-27.5%	-15.8%
CCC(C(=O)NCc1ccco1)n1nc(C)c2c(C)n(-c3ccc(C)cc3)nc2c1=O (configuration not stated)	-3.1%	-3.5%	9.5%&9.1%	-4.8%	12.8%	-45.9%[inhibitor]	5.3%	11.6%&9.4%
COc1ccc(CNC(=O)c2cccnc2Sc2ccc(Cl)cc2)cc1	-7.7%	14.8%	-18.7%	-0.9%	-6.3%	-3.7%[57.5 µM]	15.3%	38.1%
Cc1[nH]c2ccccc2c1C(c1ccccn1)N1CCCC1 (configuration not stated)	-0.5%	-0.2%	-22.6%	2.8%	-0.4%	i	10.7%	-3.7%
CC(=O)NC(C)CCc1ccccc1 (configuration not stated)	6.3%	8.4%	-21.4%	7.8%	-4.8%	17.3%	-2.2%	?
COc1ccc(CCC(=O)N2c3ccccc3CC2C)cc1 (configuration not stated)	9.3%	-0.3%	21.6%	7.7%	5.7%	-35.1%[inhibitor]	-3.6%	14.8%
Cc1nc2c(cc1C#N)C(=O)c1ccccc1-2	-1.3%	8.9%	?	2.5%	1.8%	i	-4.5%	2.4%
O=C(NCCN1CCOCC1)c1cccc(S(=O)(=O)NCc2ccccc2)c1	6.6%	7.1%	1.6%	-1.4%	2.1%	i	-5.0%	-2.2%
CCCCc1nnc(NC(=O)CSCc2cc(=O)n3cc(C)sc3n2)s1	4.1%	4.9%	-3.3%	16.4%	-4.5%	11.6%	-2.7%	12.8%
Fc1ccc(CNc2ncnc3onc(-c4ccc(F)cc4)c23)cc1	.	.	12.6µM*	.	1.0%	-19.0%	.	-12.6%
Cc1ccc(S(=O)(=O)N(CC(=O)Nc2cccnc2)c2ccccc2C)cc1	-9.8%	-17.5%	-18.3%	-0.4%	-4.1%	-20.9%	2.2%	0.1%
CC(Sc1ccc(Cl)cc1)C(=O)Nc1ccccc1C(=O)N1CCOCC1 (configuration not stated)	0.0%	-12.3%	6.4%	-1.6%	2.1%	i	-0.8%	1.9%
COc1ccc(N/C=C\C(=O)c2ccc(C)cc2)cc1OC	-16.5%	-19.8%	29.0%	-7.3%	0.1%	-14.5%	11.3%	12.8%
CC(C)OCCCn1c(=NC(=O)c2ccncc2)c(C#N)cc2c(=O)n3ccccc3nc21	3.0%	12.6%	-6.1%	2.2%	-10.7%	i	12.3%	26.3%
CCCc1cc(=O)[nH]c(SCC(=O)Nc2c(C)cccc2C)n1	3.5%	8.4%	-0.2%	6.4%	-17.9%	?	3.7%	27.2%
COc1ccc(S(=O)(=O)N2CCCCCC2)cc1NC(=O)CN1C(=O)NC(C)(c2ccc(C)cc2)C1=O (configuration not stated)	7.7%	-21.9%	17.3%	1.0%	2.3%	-36.3%[inhibitor]	2.8%	40.5%
COc1cc(C(NC=O)C(=O)Nc2c(C)cccc2C)ccc1O (configuration not stated)	12.4%	8.6%	0.3%	0.3%	-1.0%	i	11.1%	-13.8%
C[C@H]1[C@H](C)CC[C@]2(C(=O)O)CC[C@]3(C)C(=CC[C@@H]4[C@@]5(C)CC[C@H](O)C(C)(C)[C@@H]5CC[C@]43C)[C@H]12	-16.5%	-0.9%	17.1%	-9.8%	12.1%	-19.6%	61.5%[activator]	-33.8%
CCCc1cc(C(=O)N/N=C/c2ccc(C)o2)c2ccccc2n1	2.7%	-2.9%	-7.7%	-2.0%	0.5%	-75.4%[inhibitor][57.5 µM]	-0.2%	11.0%
Cc1cccc(C(=O)NCCNC(=O)c2cccnc2)c1	-0.7%	16.8%	-30.2%[inhibitor]	12.7%	-0.3%	i	3.7%	?
COc1cc(NS(=O)(=O)c2ccc(NC(=O)COc3cccc(C)c3)cc2)nc(OC)n1	0.6%	-3.3%	9.3%	7.4%	8.5%	i	-13.3%	36.8%
CCCN(C(=O)C(=O)Nc1ccc2nc3n(c(=O)c2c1)CCCCC3)c1ccc(OCC)cc1	-11.4%	3.1%	?	-7.1%	3.1%	-10.7%&-19.2%	-1.4%	29.3%&32.8%
CC(=O)c1sc(NC(=O)CCNC(=O)c2ccco2)nc1-c1ccccc1	9.0%	4.8%	1.2%	12.7%	-3.5%	i	-7.1%	0.5%
O=C(CNC(=O)c1ccc(Br)o1)Nc1ccc(N2CCCCCC2)cc1	4.4%	-2.4%	7.6%	-2.0%	12.5%	-8.0%	13.0%	10.4%
O=C(O)c1ccc(-c2ccc(/C=c3/sc4nc5ccccc5n4c3=O)o2)cc1Cl	23.2%	31.4%[activator]	-6.5%	-54.0%[inhibitor]	-2.7%	-21.9%	-0.4%	21.5%
O=C(Oc1ccc(=O)[nH]n1)c1ccccc1	-7.7%	3.6%	1.9%	1.3%	5.0%	-5.8%	3.8%	5.2%
Cc1cc(NC(=O)CSc2nc3ccccc3s2)no1	-1.9%	-3.1%	11.0%	-7.2%	3.3%	i	4.0%	1.2%
Cn1ccnc1SCc1nc2c(cnn2-c2ccccc2)c(=O)[nH]1	-0.1%	14.0%	-12.3%	10.2%	-0.6%	-4.5%	9.6%	.
CC(=O)Nc1nonc1C(=O)N1CCC(C)CC1	3.9%	-3.3%	-16.3%	2.0%	-0.5%	-7.7%[57.5 µM]	-3.1%	-0.3%
CC(C)c1ccc(NC(=O)CN(Cc2ccccc2)S(C)(=O)=O)cc1	7.7%	-27.2%	7.1%	3.7%	16.5%	i	-23.7%	42.6%
O=C(CN1C(=O)C2C3CC(C(Br)C3Br)C2C1=O)Nc1ccc(C(=O)O)cc1 (configuration not stated)	-5.3%	8.0%	-6.5%	2.2%	0.8%	4.6%	17.6%	-9.8%
COc1ccccc1OCCC(=O)OCC(=O)Nc1cccc(Br)c1	11.0%	?	1.4%	15.3%	-7.6%	i	-14.7%	20.5%
CCOc1ccc(C(=O)N/N=C/c2ccccc2[N+](=O)[O-])cc1	-10.4%	-2.1%	-0.7%	-1.3%	-9.4%	-20.2%	-0.4%	.
COc1ccc(OC)c(C(=O)COC(=O)COc2ccccc2)c1	16.0%	-3.9%	0.0%	-4.4%	14.3%	-0.1%	-0.5%	15.0%

Three entries already listed, arranged by their value in PTHR1 ag, descending.
| smiles | PTHR1 ag |
| --- | --- |
| Fc1ccc(CNc2ncnc3onc(-c4ccc(F)cc4)c23)cc1 | -19.0% |
| C[C@H]1[C@H](C)CC[C@]2(C(=O)O)CC[C@]3(C)C(=CC[C@@H]4[C@@]5(C)CC[C@H](O)C(C)(C)[C@@H]5CC[C@]43C)[C@H]12 | -19.6% |
| Cc1ccc(S(=O)(=O)N(CC(=O)Nc2cccnc2)c2ccccc2C)cc1 | -20.9% |

The list continues:
SMILES	EPAC1 agonist	EPAC1 antagonist	TDP43 rescue	EPAC2 ag	aSyn rescue	PTHR1 ag	EPAC2 antag	FUS yeast rescue
CCCCN(C=O)c1c(CC)nc2ccc(C(=O)NCc3ccccc3OC)cn12	2.4%	-5.6%	8.5%	1.3%	0.2%	-7.8%	-11.7%	12.5%
Cc1ccc(N2CCN(C(=S)Nc3ccc(Cl)cc3)CC2)cc1	-7.0%	-6.4%	17.5%	8.7%	0.5%	-4.2%	-2.9%	-23.3%
N=C1S/C(=C\c2cn[nH]c2-c2ccc(F)cc2)C(=O)N1c1ccccc1F	1.3%	7.1%	3.5%	-6.0%	?	-28.0%	10.7%	10.9%
CC1CCCCN1C(=O)CSc1nnc(-c2ccccc2F)o1 (configuration not stated)	6.0%	-1.9%	2.1%	8.4%	0.9%	-18.0%	3.3%	16.4%
CC(O)CNCCCOc1cccc(C(F)(F)F)c1 (configuration not stated)	-0.7%	-17.4%	-0.1%[9.22 µM]	-0.4%	-0.7%	-2.3%	2.0%	-7.6%
O=C(NCc1cccnc1)C(=O)Nc1cc2c3c(c1)CC(=O)N3CCC2	4.0%	-4.7%	3.6%	-2.6%	-8.2%	-15.1%	2.6%	19.8%
Clc1ccc(-c2nnc(C3CCCCC3)o2)cc1	-8.1%	-0.1%	11.2µM*	-3.6%	-3.4%	-37.8%[inhibitor]	15.2%	-4.1%
Cc1sc2ncnc(NCCc3ccc(S(N)(=O)=O)cc3)c2c1C	-4.3%	-9.7%	-6.7%	3.5%	-0.2%	-20.9%[57.5 µM]	2.2%	6.9%
COc1cccc(NC(=O)Cn2c(CCC(=O)O)ccc2-c2ccc(C)cc2)c1	-1.3%	-28.4%	10.4%	1.6%	8.5%	-14.0%	-2.2%	26.8%
CCOC(=O)c1sc(NC(=O)CCc2ccccc2)nc1C	14.6%	-9.1%	-10.6%	1.5%	-17.9%	i	3.4%	-10.8%

Single records, as listed above. Order of screens: EPAC1 agonist | EPAC1 antagonist | TDP43 rescue | EPAC2 ag | aSyn rescue | PTHR1 ag | EPAC2 antag | FUS yeast rescue
Record of N=C1S/C(=C\c2cn[nH]c2-c2ccc(F)cc2)C(=O)N1c1ccccc1F → 1.3% | 7.1% | 3.5% | -6.0% | ? | -28.0% | 10.7% | 10.9%
Record of CC(O)CNCCCOc1cccc(C(F)(F)F)c1 (configuration not stated) → -0.7% | -17.4% | -0.1%[9.22 µM] | -0.4% | -0.7% | -2.3% | 2.0% | -7.6%
